TDP1 cell CPT: growth inhibition of DT40 Tdp1-/-;hTDP1 cells with camptothecin (screen for TDP1 inhibitors); Potency, µM (doses to about 46.2 µM), inactives show top-dose activity change, negative = growth inhibition, actives largely listed as inhibitors; chicken DT40 Tdp1-/-;hTDP1 cells + 20 nM CPT, ATP luminescence, 48 h; actives 12% (n = 420,000); AID 686979; further: nearly all actives have a fitted effect of over 55% in size
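Chicken DT40 Tdp1-/- cells stably complemented with human TDP1 were seeded at 400 cells/well in medium containing 20 nM camptothecin, exposed to pin-transferred compounds, and grown at 37 °C for at least 48 hr. Viability was read as ATP luminescence.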
FEN1 inh: inhibitors of human flap endonuclease 1; P39748; Recombinant FEN1 flap cleavage, fluorescence, 15 min; Potency, µM (top dose mostly 114 µM), without a hit: top-dose activity change, negative = inhibition, most hits filed as inhibitors; actives 0.35% (n = 390,000); further: nearly all actives have a fitted effect of over 65% in size
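Recombinant FEN1 (10 nM) was preincubated with pin-transferred compounds for 15 min at room temperature, then flap DNA substrate (50 nM final) was added. Plates were read at 0 and 15 min, and normalized concentration–response data were fitted to a four-parameter Hill equation.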
KAT2A inh: inhibitors of human GCN5L2 histone acetyltransferase; Q92830; GCN5L2 HAT assay, ThioGlo1 CoA-SH fluorescence; Potency, µM (highest dose often 58.9 µM), for the others: at the top dose activity change, negative = inhibition, hits mostly inhibitors; actives 0.21% (n = 390,000)
Target sequence (Q92830 whole entry, looked up): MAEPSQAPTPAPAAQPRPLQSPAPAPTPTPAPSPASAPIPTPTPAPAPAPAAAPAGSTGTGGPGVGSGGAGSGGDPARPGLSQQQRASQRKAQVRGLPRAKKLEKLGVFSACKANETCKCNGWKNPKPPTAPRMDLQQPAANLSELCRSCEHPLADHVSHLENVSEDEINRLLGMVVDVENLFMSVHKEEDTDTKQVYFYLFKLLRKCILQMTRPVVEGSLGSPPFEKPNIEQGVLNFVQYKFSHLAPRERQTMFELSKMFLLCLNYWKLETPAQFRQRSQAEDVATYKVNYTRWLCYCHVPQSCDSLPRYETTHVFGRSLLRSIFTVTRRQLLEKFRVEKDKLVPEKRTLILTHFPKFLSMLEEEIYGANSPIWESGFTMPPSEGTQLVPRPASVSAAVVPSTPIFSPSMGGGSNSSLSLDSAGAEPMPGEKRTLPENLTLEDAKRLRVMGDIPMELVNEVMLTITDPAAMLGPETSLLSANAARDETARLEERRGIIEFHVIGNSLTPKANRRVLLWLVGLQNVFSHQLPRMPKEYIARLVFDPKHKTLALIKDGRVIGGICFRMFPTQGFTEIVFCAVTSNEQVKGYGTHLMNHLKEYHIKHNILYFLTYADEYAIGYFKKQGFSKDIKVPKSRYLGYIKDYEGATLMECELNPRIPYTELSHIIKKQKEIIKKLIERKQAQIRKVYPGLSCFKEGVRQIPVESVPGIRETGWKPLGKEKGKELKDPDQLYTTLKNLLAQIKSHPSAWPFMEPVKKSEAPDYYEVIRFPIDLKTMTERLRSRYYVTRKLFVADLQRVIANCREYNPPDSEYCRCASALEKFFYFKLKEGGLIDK
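GCN5L2 (20nM final) in 50mM HEPES, 0.1mM EDTA pH 7.5, 0.01% Tween-20 was preincubated 15 min at room temperature with compound, then given ThioGlo1 (50uM), H3(1-25) peptide (75uM) and acetyl-CoA (70uM); CoA-thiol fluorescence (Ex340/Em540) was read at 0 and 20 min.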
* = called active by the depositor; ? = inconclusive; . = not tested or not shown; & = joins results of further samples; ! = a repeat was not active; [ ] = dose if it differs, or a comment. The call rests on the fitted dose curve; in most records, active means well fitted curve in the direction sought with a large enough effect; inconclusive means small, poorly fitted or top-dose-only effect, or another doubt; inactive means no such curve, though single readings can be large; an effect the other way counts as inactive or inconclusive. On the % scale 0 is the no-effect control and ±100 the full control effect; potency means the concentration at half of the fitted maximal effect. The list is partial; count on the stated rates, not on these rows.

Values run as follows: TDP1 cell CPT | FEN1 inh | KAT2A inh
- COc1cccc(CN2CCNC(=O)C2CC(=O)N(C)CCc2ccccn2)c1 (configuration not stated)
    11% | 1% | -4%
- CCc1ccc(NCc2nc(-c3ccccc3)no2)cc1
    -27% | 1% | -9%
- O=C(c1cccc(Cl)c1)N1CCC(N2CCC(C(=O)N3CCCC3)CC2)CC1
    -19% | -4% | -3%
- COc1ccnc(Oc2ccccc2)n1
    28% | 0% | 2%
- CCN(CC)CCN(Cc1cc2cc(C)ccc2[nH]c1=O)C(=O)Nc1ccccc1OC
    ? | -3% | -1%
- COc1cc(OC)c(NC(=O)C2CCCO2)cc1Cl (configuration not stated)
    0% | -18% | 4%
- CCN(CC(=O)Nc1ccc(NC(C)=O)cc1)C(=O)C1CCCN(C(=O)c2ccc(Cl)cc2)C1 (configuration not stated)
    4% | 4% | -8%
- Cc1ccc(C(=O)N2CCCCC2)cc1NC(=O)c1nsc2ccccc12
    ? | -15% | -14%
- CSc1nc(N)nc2c1ncn2CC(=O)N1CCN(Cc2c(C)cc(C)cc2C)CC1
    1.8µM* | -2% | 0%
- CCCn1c(N)c(C(=O)CN2CCN(S(=O)(=O)c3cccs3)CC2)c(=O)[nH]c1=O
    -20% | 12% | 1%

The final 7 entries of the part before open the next one.
Values run as follows: TDP1 cell CPT | FEN1 inh | KAT2A inh
- COc1ccnc(Oc2ccccc2)n1
    28% | 0% | 2%
- CCN(CC)CCN(Cc1cc2cc(C)ccc2[nH]c1=O)C(=O)Nc1ccccc1OC
    ? | -3% | -1%
- COc1cc(OC)c(NC(=O)C2CCCO2)cc1Cl (configuration not stated)
    0% | -18% | 4%
- CCN(CC(=O)Nc1ccc(NC(C)=O)cc1)C(=O)C1CCCN(C(=O)c2ccc(Cl)cc2)C1 (configuration not stated)
    4% | 4% | -8%
- Cc1ccc(C(=O)N2CCCCC2)cc1NC(=O)c1nsc2ccccc12
    ? | -15% | -14%
- CSc1nc(N)nc2c1ncn2CC(=O)N1CCN(Cc2c(C)cc(C)cc2C)CC1
    1.8µM* | -2% | 0%
- CCCn1c(N)c(C(=O)CN2CCN(S(=O)(=O)c3cccs3)CC2)c(=O)[nH]c1=O
    -20% | 12% | 1%
- Fc1ccc(N/N=C/C=C/c2ccccc2)c(F)c1
    ? | -5% | -3%
- Cc1ccccc1S(=O)(=O)Cc1ccc(C(=O)NC(C)c2ccc3c(c2)OCCO3)o1 (configuration not stated)
    -25% | -9% | -9%
- Cc1ccc(S(=O)(=O)CCC(=O)Nc2nc(-c3ccccn3)cs2)cc1
    6.5µM* | 0% | 0%
- O=C(COc1ccc(/C=C\[N+](=O)[O-])cc1)N1CCOCC1
    ? | 20% | -12%
- CCC/C(O)=C1\C(=O)CC(C)(C)CC1=Nc1ccccc1OC
    ? | 15% | -9%
- CCc1nc(N[C@@H](CC(C)C)C(=O)O)c2oc3ccccc3c2n1
    -10% | -2% | -6%
- O=C(NCC1CCCO1)c1ccccc1NS(=O)(=O)c1cc([N+](=O)[O-])ccc1Cl (configuration not stated)
    15µM* | 0% | -3%
- COc1ccc(/C(N)=N/OC(=O)CCc2ccccc2)cc1OC
    -9% | -19% | -15%
- CC(=O)NC1=NC(=O)/C(=C/c2cn(C(C)=O)nc2-c2ccccc2)S1
    ? | ? | -23%
- CC(C(=O)NCc1ccc2c(c1)OCO2)N1c2cccc3cccc(c23)S1(=O)=O (configuration not stated)
    -25% | -12% | 0%
- C=CCN1C(=O)c2oc3ccccc3c(=O)c2C1c1ccc(O)c(OC)c1 (configuration not stated)
    -7% | -19% | -9%
- Cc1cc2ncn(-c3nnnn3-c3ccccc3)c2cc1C
    -5% | -7% | -5%
- Cn1c(-c2ccc(C#N)cc2)c(C#Cc2ccccc2)c2ccccc21
    10% | -11% | .
- O=C1NC(c2ccccc2)C(C(=O)c2cccs2)C(O)(C(F)(F)F)N1 (configuration not stated)
    3% | -2% | -6%
- CCOC(=O)c1cnc2c(cnn2CC)c1NN=C(C)C
    ? | . | -11%&-5%
- COc1ccc2nc3ccccc3nc2c1
    21% | ? | -3%
- COCCCNC(=O)c1c(NC(=O)c2nc(S(C)(=O)=O)ncc2Cl)sc2c1CCCC2
    1µM* | -1% | 9%
- C[C@H]1NC(=O)[C@@]2(C)[C@@H](c3ccccc3)[C@H]3COc4ccccc4[C@H]3N2C1=O
    -20% | 3% | -5%
- O=C(O)Cn1cc(C(=O)c2cccs2)c2ccccc21
    ? | 6% | -7%
- COc1ccc(N2CCN(C(=O)c3nn(C)c4c3CS(=O)(=O)c3ccccc3-4)CC2)cc1
    23µM*! | 17%&23% | -6%&-10%

Of the compounds above, two contain an NH in an aromatic ring.
Values run as follows: TDP1 cell CPT | FEN1 inh | KAT2A inh
- CCN(CC)CCN(Cc1cc2cc(C)ccc2[nH]c1=O)C(=O)Nc1ccccc1OC
    ? | -3% | -1%
- CCCn1c(N)c(C(=O)CN2CCN(S(=O)(=O)c3cccs3)CC2)c(=O)[nH]c1=O
    -20% | 12% | 1%

New compounds follow:
Values run as follows: TDP1 cell CPT | FEN1 inh | KAT2A inh
- O=C(CN(C(=O)c1ccccc1Cl)N1C(=O)C2C3C=CC(C3)C2C1=O)c1cccs1 (configuration not stated)
    -1% | 15% | -4%
- CN(C)S(=O)(=O)c1ccc(N2CCCC2)c(C(=O)Nc2ccc(C(N)=O)cc2)c1
    11% | 4% | -27%
- CCOc1cccc(NC(=O)C2CC(=O)N(C)C(=Nc3cccc(F)c3)S2)c1 (configuration not stated)
    ? | -7% | -27%
- Cc1ccc(OCCCc2c(C)n[nH]c2C)cc1
    ? | -15% | -9%
- CCCCCCC1CC(CCc2nc(=S)[nH][nH]2)C(=O)O1 (configuration not stated)
    -3% | 2% | -6%
- Cc1cnc(C(=O)OCC(=O)C23CC4CC(CC(C4)C2)C3)cn1
    -13% | 15% | -14%
- COc1ccc(S(=O)(=O)Nc2ccc3c(c2)C(=O)N([C@H](C)CO)C[C@H](C)[C@@H](CN(C)C(=O)NC(C)C)O3)cc1
    -1% | -1% | 1%
- CC(C)c1ccc(NC(=O)C(c2ccccc2)N(C)C(=O)CCc2c[nH]c3ccccc23)cc1 (configuration not stated)
    ? | ? | .
- Cn1cnc2c(=O)[nH]cc([N+](=O)[O-])c21
    -4% | 8% | 1%
- COc1ccc(OC)c(C(=O)CN2C(=O)NC(C)(c3ccccc3)C2=O)c1 (configuration not stated)
    2% | -13% | ?
- O=S(=O)(Cc1ccccc1)N1CCN(c2nc(-c3cccs3)nc3ccccc23)CC1
    ? | 10% | .
- Cc1ccc(S(=O)(=O)N2CCN(C(=O)COC(=O)CCOc3ccccc3)CC2)c(C)c1
    ? | -20% | 0%
- COc1ccc(NC(=O)N2CCC3(CC2)CCN(C(=O)c2cccn2C)CC3)cc1
    -19% | . | 0%
- Cn1cnnc1SCc1ccccc1Br
    1% | -6% | -10%
- COc1ccc(CC(NC(C)=O)C(=O)NC2CCN(C(=O)NCc3ccccc3)CC2)cc1OC (configuration not stated)
    -13% | -2% | 1%
- O=C(NCc1ccccc1F)C(=O)NCC1OCCCN1S(=O)(=O)c1cccs1 (configuration not stated)
    -7% | 39%[activator] | -17%
- O=S(=O)(NC1CC1)c1cccc(S(=O)(=O)N2CCCC2)c1
    -10% | -2% | 0%
- C#CCOCCOCCOCCNc1nc(N2CCN(C(=O)[C@H](CCCN=C(N)N)n3cc(C(N)[C@@H](C)CC)nn3)CC2)nc(N2CCN(C(=O)[C@H](CCCCN)n3cc([C@@H](N)[C@H](C)CC)nn3)CC2)n1 (some centres not stated)
    6% | -16% | 1%
- CCCc1nc2oc3c(NCCOCCO)ncnc3c2c2c1COC(C)(C)C2
    -16% | -5% | 3%
- COc1ccc(CCNC(=O)c2ccc(Cn3c(=O)c4ccccc4n(Cc4cccc(F)c4)c3=O)cc2)cc1OC
    16µM* | -1% | -6%
- CC1CCCN(S(=O)(=O)c2ccc(NC(=O)CN3CCCCC3)cc2)C1 (configuration not stated)
    -26% | -11% | 3%
- O=C(NC1CC1)C1=C[C@H](c2c[nH]c3ccccc23)C[C@H](OCc2ccc(CO)cc2)O1
    ? | -6% | -3%
- O=C(O)C[C@H]1c2ccccc2S(=O)(=O)N1C1CCCCC1
    ? | 20%&18% | .
- Fc1ccccc1Cc1noc(CN2CCN(c3ccc(Cl)cn3)CC2)n1
    ? | 10% | -6%
- Cc1ccc(CNC(=O)CSCc2ccccc2)cc1
    4% | -8% | 6%
- NC(=O)Cn1cc(/C=N/NC(=O)c2ccc(Cn3cc(Cl)cn3)o2)c(-c2ccccc2)n1
    6% | 0% | -5%
- CCN(CC)CCNC(=O)C1CCCCN1S(=O)(=O)c1cccc([N+](=O)[O-])c1 (configuration not stated)
    1% | 0% | -1%
- CCn1c(=O)cc(OCC(=O)Nc2cc(OC)c(OC)c(OC)c2)c2ccccc21
    15µM* | 6% | -9%
- CN(C)CCCC(C)(O)C(C)(C)c1ccccc1 (configuration not stated)
    -2% | -1% | 1%
- CCCOc1ccc(CNC(=O)c2ccc3c(c2)N(CC)CCS3)cc1
    -28% | -4% | -15%

New compounds follow:
| mol | TDP1 cell CPT | FEN1 inh | KAT2A inh |
| --- | --- | --- | --- |
| CON(C)C(=O)/C=C/c1ccc([B-](F)(F)F)cc1 | ? | 4% | . |
| O=C(CN1CCN(c2ccccn2)CC1)Nc1ccc([N+](=O)[O-])cc1C(=O)Nc1ccccc1F | 23µM* | -10% | -10% |
| COc1ccc(-c2cc(C(=O)Nc3c(F)cc(F)cc3Br)no2)cc1 | -12% | -9% | -1% |
| C#CCOC(=O)CCCC(=O)Nc1ccccc1OC | 3% | -5% | 3% |
| CC(=O)CSc1nnc(-c2ccco2)n1-c1ccccc1 | 4% | 0% | 22% |
| COc1ccc(/C(N)=N/OC(=O)CCC2CCCC2)cc1 | -1% | -18% | 0% |
| Cc1ccc(N(C(=O)c2csnn2)C(C(=O)NC2CCCCC2)c2cccnc2)cc1C (configuration not stated) | -8% | 9% | -3% |
| Cc1cc(=O)[nH]c(SCC(=O)c2ccc3c(c2)NC(=O)CO3)n1 | -16% | 15% | 3% |
| O=c1[nH]c(=O)n(CCOc2ccc(Cl)cc2)cc1Br | -8% | 5% | -5% |
| COc1ccc(NC(=O)C2CCN(S(=O)(=O)c3ccc(Br)s3)CC2)cc1OC | -5% | -6% | 1% |
| Cc1oc(C(C)(C)C)cc1C(=O)Nc1ccc(C(=O)O)cc1 | -12% | -3% | 1% |
| COc1ccc(N=C2SCC(=O)N2CCc2ccc(OC)c(OC)c2)cc1 | ? | 8% | -4% |
| COc1ccc(NC(C)=O)cc1S(=O)(=O)Nc1ccc2c(c1)OCCO2 | 2% | 2% | -4% |
| CSc1nc(NCCCO)c2c3c(sc2n1)CN(C)CC3 | -2% | -3% | 1% |
| Cc1ccc(Nc2ccncc2S(N)(=O)=O)cc1 | -18% | 17% | . |
| Cc1nn(C)c(C(=O)Nc2ccc(S(=O)(=O)NC34CC5CC(CC(C5)C3)C4)cc2)c1Br | 21µM* | -4% | -15% |
| O=C1NNC(c2ccccc2)=N/C1=C\c1ccccc1 | 14% | 10% | -3% |
| Cc1cc(C)n2cc(CSc3ccccn3)nc2n1 | 17% | 5% | -6% |
| Cc1ccc(Nc2nc(C(=O)N3CCC(C(=O)N4CCN(C)CC4)CC3)cs2)cc1 | 1% | -4% | -7% |
| Cc1cccc(-c2nnc(SCC(=O)C(C)(C)C)n2C)c1 | -22% | 3% | -5% |
| COC(=O)C1CCN(C(=O)c2cc(OC)c(OC)c(OC)c2)CC1 | 11% | 0% | -4% |
| COC(=O)c1c(C)nn(-c2ccc(F)cc2)c1-n1cccc1 | ? | 7% | -1% |
| CC1=C(C(=O)OCC(Br)(Br)Br)C(c2cccc([N+](=O)[O-])c2)NC(=O)N1CCCC(=O)O (configuration not stated) | -15% | 9% | . |
| Cc1noc(-c2ccccc2OCC(=O)Nc2cccc([N+](=O)[O-])c2)n1 | ? | -4% | -1% |
| O=C(CCN1C(=O)/C(=C/c2ccco2)SC1=S)Nc1ccc(C(=O)O)c(O)c1 | -14% | 35µM* | -12% |
| Cc1nn(-c2ccccc2)c(N2CCCC2)c1/C=C1\N=C(c2ccc(OC(C)C)cc2)OC1=O | 7% | -11% | 26% |
| CN(C)c1ccc(/C=N/NC(=O)c2cccc(N3CCCC3=O)c2)cc1 | -2% | 8% | -5% |
| COc1ccc(NC(=O)C(NC(=O)c2ccc(=O)[nH]c2)c2ccc(OC)cc2)cc1 (configuration not stated) | 11% | -1% | 2% |
| Cc1nc(CN(C)Cc2nc(Cc3ccccc3Cl)no2)cs1 | -17% | 17% | -3% |
